Assay outcomes: PubChem BioAssay, Sanford-Burnham Center for Chemical Genomics
Rat MKP-3 inhibitors = MKP-3 phosphatase inhibitors, primary screen, biochemical, rat enzyme, in vitro (AID 425). recombinant MKP-3 phosphatase activity, fluorescence; higher % means a stronger effect. one-dose inhibition, % at 20 µM; IC50 in µM for titrated hits. actives 0.17% (n = 110,000); in the data active = inhibition above about 50%;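 also: plate controls were vehicle for no effect and reference inhibitor for full effect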
Hsp70 inhibitors = Hsp70 inhibitors, probe displacement, primary screen, biochemical, fluorescence polarization (AID 583). Hsp70 fluorescence polarization probe displacement, mP; higher % means a stronger effect. displacement, % at 20 µM; hits with a dose series show IC50 in µM. actives 0.06% (n = 140,000); in the data active = displacement above about 50%;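 also: plate controls were vehicle for no effect and reference ligand for full effect; a part of the inactive calls stands beside numbers as strong as those of hits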
An asterisk follows results filed as active; · = no result given.

Compound	Hsp70 inhibitors	Rat MKP-3 inhibitors
Cc1ccc(C)c(NS(=O)(=O)c2c(C)ccc3nsnc23)c1	-6.1%	-11.5%
O=C(c1c(Cl)cccc1Cl)N1CCN(c2ccccc2)CC1	-1.8%	2.8%
c1ccc2c(N3CCCCC3)nc(N3CCCC3)nc2c1	1.4%	·
Cc1ccc(Cn2c(NCCc3ccccc3)nc3c2c(=O)n(C)c(=O)n3C)cc1	0.8%	0.8%
CC(C)(C)N=C1SCC(C)(/C=N/O)S1 (configuration not stated)	-1.6%	-3.1%
CCOc1ccc(-c2nc(C#N)c(NC3CC3)o2)cc1	3.2%	-2.2%
CC(C)(C)NC(=O)CN(Cc1cccs1)C(=O)c1csnn1	-0.5%	-0.7%
COc1ccc(/C=C2/C(=O)NN(c3ccc(I)cc3)C2=O)cc1	-6.2%	5.7%
Brc1ccc2ncnc(NCCCN3CCOCC3)c2c1	-5.0%	3.1%
CCOC(=O)N1CCN(S(=O)(=O)c2ccc(Br)s2)CC1	-1.2%	6.5%
CCOC(=O)C1CCN(C(=O)CSc2cc(=O)n(C)c3ccccc23)CC1	57.5%	-5.2%
O=C(CCl)Nc1cc(-c2ccccc2)nn1-c1ccccc1	1.8%	·
CCN1C(=O)C(O)(CC(=O)c2ccc(-n3cccc3)cc2)c2ccccc21 (configuration not stated)	0.9%	2.0%
FC(F)(F)Oc1ccc(Nc2nc3ccccc3o2)cc1	-2.0%	-3.0%
COc1ccc(OC)c(C2=NOC(C(=O)Nc3cccc(C(C)=O)c3)C2)c1 (configuration not stated)	7.7%	-2.2%
COc1cc(C)c(C(C)C)cc1S(=O)(=O)N1CCN(C)CC1	-2.9%	-6.2%
Cc1ccc(C(=O)NNC(=O)C2CCCO2)cc1 (configuration not stated)	1.8%	0.5%
Cc1nnc(SCC(=O)NC(=O)NC2CCCC2)n1N	4.5%	·
O=C1C2CC=CCC2C(=O)N1CC1CCCO1 (configuration not stated)	7.4%	-12.9%
COc1ccc(OC)c(NC(=O)C(=O)NNC(=O)c2cccs2)c1	3.6%	0.3%
CCCNS(=O)(=O)c1ccc(NC(=O)Cc2cccs2)cc1	-3.8%	·
Oc1ccc2ccccc2c1CN1CCN(c2ccccc2)CC1	-1.8%	·
Cc1ccc(CCNC(=O)C2CCCN(C(=O)N(C)C)C2)cc1 (configuration not stated)	-1.6%	·
Cc1nc(-c2cccc(S(=O)(=O)N3CCC(C)CC3)c2)cs1	-2.5%	·
O=C1c2ccccc2-c2onc3c(Oc4ccccc4)cc(O)c1c23	18.8%	·
C=CCN(CC=C)C(=O)Cc1ccc(F)cc1	0.8%	-6.3%
Cc1nnc(NC(=O)C2CCN(c3cnccn3)CC2)s1	-5.7%	-9.1%
C=C(C)CN(CC)C(=O)CSc1nc2ncc(Cl)cc2[nH]1	2.6%	5.1%
COc1cccc(-c2ccc(-c3noc(-c4ccccc4F)n3)c(OC)n2)c1	-4.6%	-1.4%
Cc1cc(NC(=O)Nc2cccc(Cl)c2)no1	-0.7%	-5.7%
COC(=O)c1cccc(S(=O)(=O)N2CCC(NC(=O)NC34CC5CC(CC(C5)C3)C4)CC2)c1	-0.3%	-6.8%
O=S(NC1CCCCC1)C12CC3CC(CC(C3)C1)C2 (configuration not stated)	-3.7%	2.9%
Cc1ccc(-n2c(-c3c(-c4ccccc4)noc3C)n[nH]c2=S)cc1	5.0%	·
CC(=O)Oc1ccc(Cn2cnc3cc4ccccc4cc32)cc1	2.0%	·
O=C(Nc1ccc(Cl)cc1)OCc1cncs1	6.7%	·
COc1ccc(/C(N)=N/OC(=O)c2ccc(C(C)(C)C)cc2)cc1OC	1.1%	1.8%
COc1cc(OC)c(OC)cc1CN1CCN(C(=O)c2cccs2)CC1	1.5%	4.2%
CCOC(=O)CCC(=O)N1CCOCCOCCN(C(=O)CCC(=O)OCC)CCOCCOCC1	6.3%	·
C=CCNc1nc(N2CCCCC2)c(C#N)c2c1CN(Cc1ccccc1)CC2	1.8%	-9.1%
Clc1ccc(-c2nc(-c3ccc(Br)cc3)no2)c(Cl)c1	1.1%	-1.9%
CCOc1ccc(NC(=O)CC2CC(C)(C)OC2=O)cc1 (configuration not stated)	2.3%	3.9%
COCCCNC(=O)Cn1cc2c(n1)CCC(C)C2 (configuration not stated)	-1.5%	-6.3%
CC(=O)Nc1cccc(N2C(=O)CC(N3CCC(C(=O)N4CCCCC4)CC3)C2=O)c1 (configuration not stated)	3.1%	-14.8%
CCC(C)(C)NC(=O)C(c1ccc(F)cc1)N(Cc1ccco1)C(=O)c1snc(C(N)=O)c1N (configuration not stated)	-3.5%	-1.9%
CC(=O)Nc1nc(CC(C)C)cc2c1c(=O)oc1ccccc12	2.2%	·
Cc1csc(/C(C#N)=C/c2ccccc2Cl)n1	6.0%	6.2%
Cn1c2c(c3cc(C4CCCCC4)ccc31)CCCC2=O	2.4%	-2.8%
CC1CCN(Cc2nc3c(c(=O)n(C)c(=O)n3C)n2CCc2ccccc2)CC1	-0.5%	·
CCCOC(=O)c1c(NC(=O)c2cccc(OCC)c2)sc2c1CCC2	0.2%	3.5%
COC(=O)c1c(NC(=O)C2CC2)sc2c1CCN(C(C)=O)C2	-3.3%	-2.4%
CCN(CC)CCCN1C(=O)c2oc3ccccc3c(=O)c2C1c1cccnc1 (configuration not stated)	4.8%	-6.8%
CC1(C)[N+]([O-])=C2C(=[N+]([O-])C1(C)C)c1ccccc1/C2=N\O	3.0%	0.3%
COc1ccccc1CNC(=O)c1ccc(CNc2c(N3CCCC3)c(=O)c2=O)cc1	7.9%	-2.4%
COc1ccc2c(c1)c(C(=O)N1CCN(C)CC1)c(C)n2-c1ccccc1	1.3%	4.7%
N#Cc1cnn(-c2ncnc3sc(-c4ccccc4)cc23)c1N	-3.1%	·
CCOC(=O)c1ccc2[nH]cc(C(C)=O)c(=O)c2c1	1.3%	-1.8%
CN(C)[C@H]1N(C(=O)c2ccc(Br)cc2)N=C2c3ccccc3S(=O)(=O)N21	-2.8%	·
COc1ccc(NC(=O)Cn2nnc(C(N)=O)c2N)c(OC)c1	4.3%	-7.2%
Cc1ccc(N=c2ssnc2Cl)cc1	0.9%	·
CC(C)C(c1nnnn1C1CCCC1)N1CCN(C(=O)c2ccco2)CC1 (configuration not stated)	2.0%	1.3%

The list continues:
Compound	Hsp70 inhibitors	Rat MKP-3 inhibitors
O=C(NC1CCC(NC(=O)C(F)(F)C(F)F)CC1)C(F)(F)C(F)F (configuration not stated)	-8.5%	-2.1%
Cc1cccc(C)c1NC(=O)CSCCO	4.5%	-6.0%
O=C(C1CCN(S(=O)(=O)c2cccs2)CC1)N1CCCCCC1	·	-12.3%
CCC(C)NS(=O)(=O)c1cccs1 (configuration not stated)	1.3%	-9.7%
COc1ccc(CN2CCN(C(=O)c3ccccc3)CC2)c(OC)c1OC	-1.5%	3.7%
COc1ccccc1-n1c(CNC(=O)c2ccccc2)nnc1SCC(=O)Nc1nnc(C)s1	4.7%	-5.0%
CCN(CC)C(=O)C1CCN(Cc2ccc(Br)cc2)CC1	6.2%	6.0%
CCOC(=O)N(CCCC(=O)OC)CP(C)(=O)OC(C)C (configuration not stated)	-4.4%	2.8%
COc1cc(OC)c(C2C(C(=O)Nc3ccccc3)=C(C)Nc3ncnn32)cc1OC (configuration not stated)	-3.1%	2.1%
CCCc1cc(=O)n2[nH]c(CCc3ccccc3)nc2n1	1.7%	0.4%
O=c1[nH]c(=O)n(CCO)c2nnn(Cc3ccccc3)c12	4.4%	-11.4%
CCCC(=O)Nc1ccc2nn(-c3ccc(F)cc3)nc2c1	5.1%	2.3%
COc1ccc(Cl)cc1NC(=O)c1ccccc1N(Cc1ccccc1)S(=O)(=O)c1ccc(C)cc1	-5.8%	0.7%
Cc1ccc(S(=O)(=O)CCC(=O)OCC(=O)Nc2cc(C)on2)cc1	-2.8%	-5.1%
Cc1onc(-c2ccccc2)c1C(=O)Nc1ccccc1Oc1ccccc1	-2.8%	2.4%
CCn1nccc1C(=O)Nc1cc(Cl)ccc1Cl	4.4%	-7.3%
COc1ccccc1NC(=O)C(=O)N=Nc1c(O)n(CC(=O)Nc2ccccc2)c2ccccc12	-1.4%	-0.4%
COc1ccc(OC)c2sc(NC(=O)c3ccc(Cl)s3)nc12	3.3%	6.3%
O=C(NC(=S)Nc1ccccc1)c1cccnc1	-1.6%	-5.1%
Cc1nnc(SCC(=O)Nc2ccccc2[N+](=O)[O-])[nH]c1=O	9.2%	-2.4%
COC(=O)CSc1nc(NC(C)C)nc(N2CCOCC2)n1	5.8%	3.8%
COc1ccc(C(=O)COC(=O)CN2C(=O)NC(C)(C)C2=O)cc1OC	-5.0%	-1.9%
COc1ccc(/C(C)=N/N=C(\C)c2ccc(OC)cc2OC)c(OC)c1	0.5%	-2.0%
CCCOc1cccc(C(=O)Nc2ccc(Br)cc2C(=O)O)c1	0.3%	2.6%
CCCCOC(=O)c1cccc(NC(=O)c2ccc(Cl)cc2)c1	-0.9%	2.4%
CC(=O)Nc1ccccc1C(=O)N1CCN(c2cccc(Cl)c2)CC1	-5.3%	3.6%
Cc1ccc(C)c(N(C(=O)CS(=O)CC(=O)Nc2ccc3c(c2)OCO3)C(C)C(=O)NC2CCCC2)c1 (configuration not stated)	1.3%	·
COc1ccc(C)cc1NC(=O)C(C)Oc1ccc(Cl)cc1Cl (configuration not stated)	4.2%	1.4%
O=P(O)(O)CCP(=O)(c1ccccc1)c1ccccc1	-1.9%	2.1%
COc1ccc(OC)c(NC(=O)c2ccccc2F)c1	1.9%	-1.9%

Single records (already shown). Order of screens: Hsp70 inhibitors, Rat MKP-3 inhibitors
Entry for CCCc1cc(=O)n2[nH]c(CCc3ccccc3)nc2n1 : 1.7%, 0.4%
Entry for Cc1cccc(C)c1NC(=O)CSCCO : 4.5%, -6.0%

Continued.
Compound	Hsp70 inhibitors	Rat MKP-3 inhibitors
O=C1c2ccccc2C(O)(Cc2ccccc2)N1Cc1ccco1 (configuration not stated)	1.8%	-5.2%
O=C(NCCc1ccccc1)C(=O)Nc1ccc([N+](=O)[O-])cc1	-0.3%	4.8%
COCCNC(=O)CSCc1nc(-c2ccc(SC)cc2)oc1C	2.9%	·
C/C(=N/OCC(=O)Nc1sc2c(c1C#N)CCCC2)c1ccc(Br)cc1	2.9%	3.2%
O=C1C(=O)N(CCO)C(c2cccc([N+](=O)[O-])c2)/C1=C(\O)c1ccccc1 (configuration not stated)	-0.9%	4.3%
O=C(O)Cn1c(P(=O)(O)c2ccccc2)nc2ccccc21	-1.6%	-12.8%
Clc1ccc2[nH]c3c(NCCCN4CCOCC4)ncnc3c2c1	2.9%	-9.1%
COC(=O)C1=C(N)Oc2cc(C)n(Cc3ccncc3)c(=O)c2C1c1cccnc1 (configuration not stated)	3.8%	0.5%
COc1ccc(N=Cc2c(O)n(-c3ccccc3)c(=O)[nH]c2=O)cc1Cl	-1.3%	-0.8%
O=S(=O)(Cc1ccccc1)Nn1cnnc1	-2.3%	-3.1%
CCc1ccc(NC(=O)c2cccnc2)cc1	0.2%	-3.2%
OC1CN=C2Sc3ccccc3N2C1 (configuration not stated)	2.7%	-6.0%
COc1ccc(-c2ccc(/C=N/n3cnnc3)o2)c([N+](=O)[O-])c1	1.1%	3.0%
COC(=O)c1cccc(NC(=O)c2nn(C)c(=O)c3ccccc23)c1	-5.0%	-3.2%
COc1cccc2cc(C(N)=O)c(=O)oc12	2.9%	-0.5%
Cc1ccc(CSc2nnnn2-c2ccccc2)cc1	1.2%	3.1%
O=S(=O)(/N=C/N1CCOCC1)c1ccc(Cl)cc1	-3.9%	-12.1%
COc1ccc(C(=O)N/C(=C\c2cccc3ccccc23)C(=O)N2CCN(C)CC2)cc1OC	4.1%	-0.1%
O=c1oc(/C=C/c2ccc([N+](=O)[O-])cc2)nc2ccc(Cl)cc12	-5.4%	6.1%
O=C(NCCNC(=O)c1cccnc1)c1cccnc1	0.4%	3.8%
COc1ccc(C2N3CC4(C)CN2CC(C)(C3)C4=O)cc1OC (configuration not stated)	5.3%	0.0%
COc1ccc(-c2noc(CSc3nc(N)c(-c4ccccc4)c(=O)[nH]3)n2)cc1OC	-0.3%	-1.4%
O=C(CSc1nc(-c2ccco2)cc(C(F)(F)F)n1)NCCCn1ccnc1	2.3%	-2.2%
CCOc1ccc(S(=O)(=O)N(CC(=O)Nc2ccccc2C)c2ccc(C)cc2)cc1	2.3%	-1.1%
O=C1S/C(=C/c2ccc(Cl)cc2Cl)C(=O)N1c1ccccc1	1.5%	-1.3%
CC1(C)NC(=O)N(CC(O)CN2CCCCC2)C1=O (configuration not stated)	5.2%	-13.7%
COc1cccc(NC(=O)C(NC2CCCC2)c2ccccc2)c1 (configuration not stated)	2.3%	·
Cc1noc(C(=O)Nc2ccc3c(c2)OCO3)c1Cl	-5.2%	0.6%

Already shown: an excerpt of the list.
Compound	Hsp70 inhibitors	Rat MKP-3 inhibitors
COCCNC(=O)CSCc1nc(-c2ccc(SC)cc2)oc1C	2.9%	·
C/C(=N/OCC(=O)Nc1sc2c(c1C#N)CCCC2)c1ccc(Br)cc1	2.9%	3.2%
O=C1C(=O)N(CCO)C(c2cccc([N+](=O)[O-])c2)/C1=C(\O)c1ccccc1 (configuration not stated)	-0.9%	4.3%
O=C(O)Cn1c(P(=O)(O)c2ccccc2)nc2ccccc21	-1.6%	-12.8%
Clc1ccc2[nH]c3c(NCCCN4CCOCC4)ncnc3c2c1	2.9%	-9.1%

A portion of the library. The share of hits here may be higher or lower than overall.
